# Screening results (PubChem BioAssay)
# FBW7 activator: human FBW7 E3 ligase activation, primary screen | AID 1259310 | AlphaScreen FBW7–phospho-cyclin E peptide binding, activator screen | normalized activity (activation), % at 26.1 µM | Q969H0 | hit rate 0.13% among 650,000; in the data active = normalized activity above about 1.9%;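 also: purified mutant Fbw7 with reduced substrate affinity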
# Target sequence (Q969H0 whole entry, looked up): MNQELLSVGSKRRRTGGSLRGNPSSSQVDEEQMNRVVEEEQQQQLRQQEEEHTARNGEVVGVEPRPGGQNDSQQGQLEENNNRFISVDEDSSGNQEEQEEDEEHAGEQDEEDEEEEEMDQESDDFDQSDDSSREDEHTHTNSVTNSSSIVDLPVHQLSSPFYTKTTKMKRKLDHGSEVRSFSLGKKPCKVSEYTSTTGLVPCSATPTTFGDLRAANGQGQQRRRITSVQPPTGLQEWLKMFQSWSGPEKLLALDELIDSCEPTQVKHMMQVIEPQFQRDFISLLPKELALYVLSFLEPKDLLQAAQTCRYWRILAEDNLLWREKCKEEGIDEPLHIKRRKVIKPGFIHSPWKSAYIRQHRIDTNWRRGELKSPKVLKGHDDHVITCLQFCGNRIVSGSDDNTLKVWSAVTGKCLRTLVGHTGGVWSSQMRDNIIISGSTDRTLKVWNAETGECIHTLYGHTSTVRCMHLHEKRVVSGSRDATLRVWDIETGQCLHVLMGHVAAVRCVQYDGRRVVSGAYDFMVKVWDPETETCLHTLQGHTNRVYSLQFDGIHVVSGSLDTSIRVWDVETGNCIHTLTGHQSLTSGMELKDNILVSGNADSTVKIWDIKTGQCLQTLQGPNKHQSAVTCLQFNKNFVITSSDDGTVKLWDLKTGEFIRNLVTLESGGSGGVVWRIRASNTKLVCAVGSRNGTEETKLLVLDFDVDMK
# GPR151 activ: activators of human GPR151 | Q8TDV0 | PathHunter beta-arrestin GPR151 cells, luminescence | activation, % at 11.2 µM | hit rate 1% among 650,000 | AID 1508602; in the data active = activation above about 4.9%;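 also: 0% = median of compound wells and 100% = cells with positive control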
# MITF primary: human MITF inhibition, primary screen | AlphaScreen MITF homodimerization, bead proximity signal | AID 1259374 | hit rate 0.91% among 650,000 | O75030 | inhibition, % at 2.6 µM; in the data active = inhibition above about 50%;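 also: 0% = vehicle wells with protein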
# TEAD-YAP block: TEAD-YAP interaction inhibition. HEK-TIYL cells, TEAD-Gal4/YAP UAS-luciferase luminescence. inhibition, % at 9.12 µM. hit rate 1.4% among 640,000. AID 1259422; in the data active = inhibition above about 32%;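 also: 0% = median of test compound wells and 100% = reference inhibitor wells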
# The depositor's hits bear a star.
no.	mol	FBW7 activator	GPR151 activ	MITF primary	TEAD-YAP block
1	O=C(Nc1ccc(NC(=O)C2CC2)nc1)c1ccccn1	0.0	-4.4	3	-9
2	CCNC(=O)c1ccc(N(Cc2ccccc2Cl)S(C)(=O)=O)cc1	0.6	-2.1	15	5
3	N#CC(C(=O)c1oc2ccccc2c(=O)c1Cl)c1ccccn1 (stereo not given)	-0.2	1.5	11	-5
4	Cc1ccc(/C=C(\C#N)C(=O)Nc2ccc(Cl)cc2)o1	-0.1	-0.9	-3	-77
5	Cc1ccc(Cn2c(=O)c3ccccc3n(Cc3nc(-c4ccccc4Cl)no3)c2=O)cc1	0.9	-1.4	19	-7
6	CCCC(=O)Nc1cccc(NC(=O)COc2ccccc2C)c1	0.0	-0.9	7	2
7	COc1ccc(NC(=O)CSc2nnc(NC(=O)c3ccccc3[N+](=O)[O-])s2)cc1	-0.1	-9.4	-6	-3
8	CC1CCCN(S(=O)(=O)c2ccc3c(c2)NC(=O)C(C)C(=O)N3)C1 (stereo not given)	-0.1	0.7	-2	2
9	Cc1cccc(NC(=S)N(Cc2ccc(Cl)cc2)CC2CCC(C(=O)O)CC2)c1 (stereo not given)	-0.1	0.5	2	0
10	c1ccc(OCCNc2nc(Nc3ccncc3)nc3c2ncn3-c2ccsc2)cc1	0.1	2.7	-5	10
11	CCn1nc(C)c(CNC(=O)CC2C(=O)NCCN2CC(C)(C)C)c1C (stereo not given)	0.2	0.1	-7	8
12	CC(C)N(C(=O)COC(=O)c1ccc(Br)o1)C(C)C	0.2	1.0	20	2
13	COc1cccc(Nc2ncnc3c2cnn3-c2ccccc2)c1	0.0	0.1	6	-23
14	COc1cc(NC(=O)N2CCC(CN3CCCCC3)CC2)cc(OC)c1OC	0.2	-0.7	7	0
15	Cc1[nH]c2ccccc2c1/C=N/Nc1ccccn1	-0.3	2.1	-4	-8
16	O=C(Nc1ccccc1N1CCOCC1)c1cc(S(=O)(=O)N2CCOCC2)ccc1F	0.0	-0.9	7	8
17	COc1ccc(-c2[nH]ncc2/C=N/NC(=O)c2cc(Br)ccc2O)c(OC)c1	0.2	-0.4	8	5
18	CCOc1ccc(NC(C)=O)cc1Br	0.7	-0.3	11	-2
19	O=C(c1nn2c(C(F)(F)F)cc(-c3ccc(Cl)cc3)nc2c1Cl)N1CCN(c2ccccc2)CC1	0.1	-0.9	15	-9
20	C=CCSc1nnc2c(n1)OC(c1cc(OC)c(OC)cc1Cl)Nc1ccccc1-2 (stereo not given)	0.1	-0.4	5	-38
21	COc1ccc(-c2nnc3ccc4ccccc4n23)cc1[N+](=O)[O-]	-0.1	0.7	8	-3
22	COc1ccc(/C=C/C(=O)NCc2ccc(Cl)cc2Cl)cc1	0.1	-0.9	1	-5
23	c1ccc(C2SCC3CCCCC32)cc1 (stereo not given)	0.0	2.0	-6	6
24	COC(=O)C1=C(O)/C(=C\c2cc(C)n(-c3ccc(OC)c(Cl)c3)c2C)N=C1C	0.1	-0.6	6	-12
25	COC(=O)c1cc(CNC(=O)c2sccc2C)cc(NC(=O)c2cc(C)nn2C)c1	-0.1	-0.8	4	10
26	COc1cc(/C=C2/N=C(c3ccccc3)OC2=O)cc(Cl)c1OC(C)=O	0.1	2.7	13	11
27	COc1ccccc1OCCCOc1ccc(/C=C2/C(=N)N3OC(C)=CC3=NC2=O)cc1	1.2	-0.4	1	-6
28	CC(C)(C)NC(=O)COc1ccc(S(=O)(=O)N2CCCC2)cc1[N+](=O)[O-]	0.0	-1.2	-6	9
29	CCOc1ccc(NC(=O)CSc2nnc(-c3ccc(OCC)c(OC)c3)c(-c3ccc(OCC)c(OC)c3)n2)cc1	-0.2	1.7	7	-10
30	COc1ccc(-c2c(C)nn3c(NCCc4ccccn4)cc(C)nc23)cc1	0.3	0.5	7	13
31	O=C(Nc1ccc(S(=O)(=O)N2CCC(c3nc4ccccc4[nH]3)CC2)cc1)c1ccccc1Cl	0.1	-0.2	3	1
32	CC(=O)c1cccc(-c2cccc(C(=O)NC3CCN(Cc4ccccc4)CC3)c2)c1	0.0	1.5	7	-13
33	COc1ccc(OCC(=O)NNC(=O)c2ccccc2C)cc1	0.1	1.2	-8	-5
34	O=[N+]([O-])c1ccc(N2CCCCC2)cc1NCCc1ccccc1	0.1	1.0	6	-14
35	COc1ccc(CCNc2nc(-c3cccs3)ncc2C)cc1	0.0	1.8	10	44*
36	COc1ccc(C(=O)/C=C2\NC(=O)CS2)cc1	-0.2	-2.7	-5	-31
37	O=C1N=C(N2CCOCC2)S/C1=C\c1cccc([N+](=O)[O-])c1	0.0	0.4	43	5
38	CCOC(=O)C1=C(C)N=C2SCC(=O)N2C1c1ccc(F)cc1 (stereo not given)	-0.2	2.3	-1	7
39	O=C(NCC(c1ccsc1)N1CCCCCC1)Nc1ccccc1 (stereo not given)	-0.2	0.1	0	14
40	COc1cc2[nH]c(=O)c(C(=O)NCCCc3ccccc3)c(O)c2cc1OC	0.2	-1.2	9	1
41	O=c1oc2ccc(Cl)cc2cc1-c1nc2ccccc2[nH]1	0.1	1.7	-7	-42
42	COc1ccccc1C(=O)Nc1ccc2nc(SCC(=O)NCCOc3ccccc3)sc2c1	0.0	0.5	-2	53*
43	Cc1ccc(CN2C(=O)/C(=C/C(=O)NCc3ccco3)Sc3ccccc32)cc1	0.6	-0.5	-4	-17
44	COc1ccc(Cl)cc1NC(=O)/C(=C\c1ccc2c(c1)OCO2)NC(=O)c1ccccc1Cl	0.0	1.3	-2	0
45	O=C(CN1C(=O)C(=O)N(Cc2ccco2)C1=O)Nc1ccccc1Sc1ccccc1	-0.1	2.2	6	13
46	CCCCN(C)CCCN(Cc1cccs1)C(=S)Nc1ccc(C)cc1	-0.1	-1.1	3	3
47	COc1ccc(C2C=C(c3ccc(Br)cc3)Nc3nc4ccccc4n32)cc1 (stereo not given)	0.0	1.6	5	-64
48	COc1ccc(-c2cc(C(=O)Nc3cc(C)ccc3O)on2)cc1OC	0.0	0.0	4	-6
49	CCOC(=O)CSc1nc2c(cc1C#N)CCC2	-0.1	1.0	5	-57
50	CCOc1ccc(C(O)(CCN2CCCCC2)C(C)C)cc1 (stereo not given)	-0.1	-0.2	11	-2
51	CS(=O)(=O)c1ccc2nc(NC(=O)CN3CCCCCC3)sc2c1	-0.3	-1.7	20	11
52	CC1(C)C=Cc2cc(OCC(=O)O)ccc2O1	-0.3	-0.6	-3	1
53	COc1ccc(-n2ncc3c(Nc4c(C)n(C)n(-c5ccccc5)c4=O)ncnc32)cc1	0.2	2.2	11	2
54	O=C(/C=C/c1ccco1)NC(=S)Nc1ccc(NC(=O)c2ccco2)cc1	0.2	-1.8	27	69*
55	COc1ccc(NS(=O)(=O)c2cc3c4c(c2)CC(=O)N4CCC3)cc1OC	-0.1	-0.8	-7	-4
56	COc1ccc(C(=O)Nc2sc3c(c2C(N)=O)CCN(C(C)C)C3)cc1OC	-0.1	-2.3	-1	-6

# Additional records.
no.	mol	FBW7 activator	GPR151 activ	MITF primary	TEAD-YAP block
57	O=C(CSc1nc2ccccc2s1)NNc1ncnc2c1cnn2-c1ccccc1	-0.4	0.3	-3	-4
58	CCOc1ccc(C2C3=C(CCCC3=O)Nc3nc(C(F)(F)F)nn32)cc1OC (stereo not given)	-0.1	-1.7	4	4
59	Cc1ccc2cnn(CC(=O)NCc3ccccn3)c2c1	0.0	1.6	-7	-5
60	O=C(NC1CCSC1=O)c1ccc(-c2ccccc2)cc1 (stereo not given)	0.0	-2.0	1	-41
61	COC(=O)c1c(NC(=O)c2c(C)noc2C)sc2c1CCCCCC2	0.0	-0.3	-20	-9
62	CCn1c(NN)nc2c1c(=O)n(C)c(=O)n2C	0.2	-1.8	22	8
63	COc1ccc(C2C3=C(CCCC3=O)Nc3nc(SC)nn32)cc1Br (stereo not given)	0.0	-0.9	2	8
64	COc1ccc(C(=O)Nc2c3c(nn2-c2ccc(C)cc2)CS(=O)(=O)C3)cc1OC	-0.1	-0.8	11	11
65	Cc1csc(Nc2nc(=S)[nH]c3ccccc23)n1	-0.2	0.1	4	8
66	CC1CC(Nc2ccccc2)c2ccccc2N1C(=O)COc1ccc(Cl)cc1 (stereo not given)	-0.2	-0.4	-1	-19
67	CC(=O)c1cccc(-c2nc(NCc3cccc(C(F)(F)F)c3)c3ncn(-c4ccccc4)c3n2)c1	0.2	3.9	0	-9
68	CN(C)CCN1C(=O)C(=O)/C(=C(\O)c2ccc3c(c2)OCCO3)C1c1ccccc1 (stereo not given)	-0.1	0.8	-2	1
69	COc1ccc(OCCNC(=O)c2ccc(Br)cc2)cc1	0.2	-1.8	12	0
70	CC(=O)N1CCC(N(C(=O)Nc2ccc(Cl)cc2)C2CCCCC2)CC1	0.0	2.7	4	-2
71	CCOC(=O)c1cc2[nH]c3ccccc3c2n(-c2ccc([N+](=O)[O-])cc2)c1=N	0.1	2.8	8	10
72	COc1ccc(OC)c(NC(=O)c2oc(=O)c3ccccc3c2-c2ccc(C)cc2)c1	0.0	2.3	-3	5
73	COc1ccc(NC(=O)C(C)N(c2cc(C)cc(C)c2)S(C)(=O)=O)c(OC)c1 (stereo not given)	-0.1	-0.2	-3	7
74	Cc1ccc2cc3c(nc2c1C)OCCN(C(=O)c1ccco1)C3	0.0	5.7*	16	6
75	COc1cc(-c2nc(-c3cccc(Br)c3)no2)cc(OC)c1OC	-0.2	2.0	-8	8
76	O=c1/c(=C/c2ccco2)sc2nc(-c3ccc(F)cc3)nn12	0.1	-0.9	-6	-5
77	CC(=O)NC(C)c1nc2ccccc2n1Cc1ccccc1 (stereo not given)	-0.1	0.5	5	10
78	CN(C)C(=O)Oc1ccc(C2C3=C(CC(C)(C)CC3=O)OC3=C2C(=O)CC(C)(C)C3)cc1	-0.1	-0.3	8	4
79	COC(=O)c1cccc(Cn2cc(/C=C\[N+](=O)[O-])c3ccccc32)c1	-0.2	0.9	5	-14
80	CCn1c(=O)c2c(nc3n(-c4cccc(C)c4)c(C)c(C)n23)n(C)c1=O	0.0	1.7	-5	10
81	NS(=O)(=O)c1cccc(C(=O)Nc2ccccc2)c1	-0.2	-2.5	-5	-6
82	N#Cc1ccsc1NC(=O)CCS(=O)(=O)c1ccccc1	0.1	-0.8	-3	6
83	CCc1cccc(NS(=O)(=O)c2ccc(-c3cc(C)no3)cc2)c1	0.1	-0.8	5	14
84	CCOc1ccc(-n2ccnc2SCC(=O)Nc2cc(C)ccc2C)cc1	-0.1	0.1	11	-8
85	O=C(Nc1ccc2[nH]ncc2c1)C1CCN(C(=O)C(O)c2ccc(F)cc2F)CC1 (stereo not given)	0.0	-0.4	11	-6
86	Cc1ccc(C)c(Nc2ncnc3sc4c(c23)CCCC4)c1	-0.2	-0.5	10	1
87	Cn1c(SCC(=O)Nc2cccc([N+](=O)[O-])c2)nnc1-c1ccc(O)cc1	0.3	-0.8	11	8
88	OCCN1CCN(C(=S)c2ccc(Cl)cc2)CC1	0.1	-0.1	10	11
89	CCC(=O)N1N=C(c2cccs2)CC1c1cccs1 (stereo not given)	0.2	1.3	10	4
90	CCOC(=O)c1[nH]c(C)c(C(=O)NCCc2ccc(Cl)cc2)c1C	0.6	0.0	2	6
91	O=C(c1cccs1)N1CCN(S(=O)(=O)c2cccc([N+](=O)[O-])c2)CC1	0.0	-1.3	-14	9
92	CC1CCCCN1S(=O)(=O)c1ccc(C(=O)NC2CCCCC2)cc1 (stereo not given)	-0.2	1.2	6	-11
93	CCCOC(=O)C1=C(C)NC2=C(C(=O)CCC2)C1c1ccccc1OCCC (stereo not given)	0.2	-0.7	0	-1
94	Cc1c(C(=O)Nc2cccc(Br)c2)cccc1[N+](=O)[O-]	0.1	1.2	15	-12
95	COC(=O)c1ccc2c(=O)n(CCN3CCOCC3)c(SCC(=O)Nc3cc(C)on3)nc2c1	-0.1	0.3	2	0

# Grouped by structure, the compounds so far containing an aryl thioether with sulfur outside any ring (11)
no.	mol	FBW7 activator	GPR151 activ	MITF primary	TEAD-YAP block
7	COc1ccc(NC(=O)CSc2nnc(NC(=O)c3ccccc3[N+](=O)[O-])s2)cc1	-0.1	-9.4	-6	-3
20	C=CCSc1nnc2c(n1)OC(c1cc(OC)c(OC)cc1Cl)Nc1ccccc1-2 (stereo not given)	0.1	-0.4	5	-38
29	CCOc1ccc(NC(=O)CSc2nnc(-c3ccc(OCC)c(OC)c3)c(-c3ccc(OCC)c(OC)c3)n2)cc1	-0.2	1.7	7	-10
42	COc1ccccc1C(=O)Nc1ccc2nc(SCC(=O)NCCOc3ccccc3)sc2c1	0.0	0.5	-2	53*
45	O=C(CN1C(=O)C(=O)N(Cc2ccco2)C1=O)Nc1ccccc1Sc1ccccc1	-0.1	2.2	6	13
49	CCOC(=O)CSc1nc2c(cc1C#N)CCC2	-0.1	1.0	5	-57
57	O=C(CSc1nc2ccccc2s1)NNc1ncnc2c1cnn2-c1ccccc1	-0.4	0.3	-3	-4
63	COc1ccc(C2C3=C(CCCC3=O)Nc3nc(SC)nn32)cc1Br (stereo not given)	0.0	-0.9	2	8
84	CCOc1ccc(-n2ccnc2SCC(=O)Nc2cc(C)ccc2C)cc1	-0.1	0.1	11	-8
87	Cn1c(SCC(=O)Nc2cccc([N+](=O)[O-])c2)nnc1-c1ccc(O)cc1	0.3	-0.8	11	8
95	COC(=O)c1ccc2c(=O)n(CCN3CCOCC3)c(SCC(=O)Nc3cc(C)on3)nc2c1	-0.1	0.3	2	0
